Pf gamet viab: late stage P. falciparum gametocyte viability inhibitors, primary screen, ATP luminescence, HTS; P. falciparum stage V gametocytes, 24 h; inhibition, % at 10.9 µM; actives 0.065% (n = 150,000); AID 743093, 2013;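 active = inhibition above the mean plus 3 SD of compounds within the control limits, set per campaign, cut at about 38% in these data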;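 note: 0% = DMSO wells and 100% = medium only without gametocytes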
GSH bead fluor: compound fluorescence on glutathione beads, profiling panel, artefact control, biophysical, 488/530 nm, flow cytometry | actives 0.25% (n = 190,000) | fluorescence (KMESF) at 10 µM | GSH beads flow cytometry, compound fluorescence 488/530 nm; hits give high values; in the data active = fluorescence above about 89;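 note: glutathione beads carrying GST-tagged Bcl family fusion proteins plus one bare bead set; values are compound well signal with DMSO vehicle wells as background; inactives centre near 16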
ABCG2 inh: ABCG2 efflux pump inhibitors, primary screen, multiplex with ABCB1, IgMXP3 cells, flow cytometry. inhibition, % at 6.6 µM. actives 0.1% (n = 190,000). AID 1325, 2008. Broad substrate specificity ATP-binding cassette transporter ABCG2 (Homo sapiens), Q9UNQ0. JC-1 efflux;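 active = inhibition above 80%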;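 note: 0% = DMSO and 100% = nicardipine control wells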
Target sequence (Q9UNQ0 whole entry, looked up): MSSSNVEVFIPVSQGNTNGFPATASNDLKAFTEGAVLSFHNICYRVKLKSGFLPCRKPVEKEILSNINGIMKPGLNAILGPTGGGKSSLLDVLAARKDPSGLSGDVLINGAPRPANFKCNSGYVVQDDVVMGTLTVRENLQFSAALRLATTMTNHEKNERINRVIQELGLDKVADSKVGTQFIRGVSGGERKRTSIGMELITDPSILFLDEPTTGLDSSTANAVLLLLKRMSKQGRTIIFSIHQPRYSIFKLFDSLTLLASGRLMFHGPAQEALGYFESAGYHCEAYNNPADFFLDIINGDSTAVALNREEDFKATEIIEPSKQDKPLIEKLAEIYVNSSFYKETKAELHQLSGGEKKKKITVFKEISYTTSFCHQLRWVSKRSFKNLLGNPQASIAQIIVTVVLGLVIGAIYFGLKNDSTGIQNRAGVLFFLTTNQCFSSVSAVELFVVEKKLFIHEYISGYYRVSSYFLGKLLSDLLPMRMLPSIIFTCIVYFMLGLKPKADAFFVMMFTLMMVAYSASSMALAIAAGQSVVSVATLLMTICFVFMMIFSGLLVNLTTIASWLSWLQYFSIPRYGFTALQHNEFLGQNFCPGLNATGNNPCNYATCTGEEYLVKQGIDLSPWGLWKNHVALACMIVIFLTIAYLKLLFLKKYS
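Assay system – ABCG2 IgMXP3 and barcoded ABCB1 CCRF-Adr cell mix · Input – 3 million cells/mL in well · Reagent – JC-1 fluorescent substrate · Compound – single test compound dose, 6.6 µM final · Timing – 10 min exposure at 25 °C with rotation, no wash · Detection – flow cytometry of retained JC-1 fluorescence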
RGS4-Gao reg: modulators of RGS4 binding to Galphao, primary screen, biochemical, multiplexed bead flow cytometry. Guanine nucleotide-binding protein G(o) subunit alpha (Homo sapiens), P09471. actives lie on both sides. binding response (% of control), % at 10 µM. actives 0.33% (n = 220,000); in the data active = binding response below about 49% or above about 150%; inactive = in between;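 note: fluorescent Galphao activated with aluminum fluoride binding bead-coupled RGS4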
Bim-Mcl-1: inhibitors of Bim peptide binding to Mcl-1, primary screen, biochemical, bead-based flow cytometry, multiplex; AID 1009, 2008; Bim peptide-Mcl-1 binding; actives 0.1% (n = 190,000); inhibition, % at 10 µM; Induced myeloid leukemia cell differentiation protein Mcl-1 (Homo sapiens), Q07820; in the data active = inhibition above about 40%;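 note: 0% = no compound tracer wells and 100% = peptide blocker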
Target sequence (Q07820 whole entry, looked up): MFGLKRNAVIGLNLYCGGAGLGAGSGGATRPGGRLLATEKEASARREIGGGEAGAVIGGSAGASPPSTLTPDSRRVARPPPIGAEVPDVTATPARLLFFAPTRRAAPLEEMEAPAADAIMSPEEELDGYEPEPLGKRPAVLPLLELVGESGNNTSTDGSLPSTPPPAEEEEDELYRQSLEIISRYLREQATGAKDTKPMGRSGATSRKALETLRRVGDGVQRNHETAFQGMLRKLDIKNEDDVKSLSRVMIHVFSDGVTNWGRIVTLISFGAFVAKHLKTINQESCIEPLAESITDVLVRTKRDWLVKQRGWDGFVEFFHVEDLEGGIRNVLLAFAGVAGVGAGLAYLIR
Mcl1 Noxa PPI: Mcl-1/Noxa binding inhibitors, primary screen, biochemical, TR-FRET, 1536-well. inhibition, % at 21.7 µM. AID 1022, 2008. Induced myeloid leukemia cell differentiation protein Mcl-1 (Homo sapiens), Q07820. TR-FRET Mcl-1/Noxa peptide binding, 2 h. actives 1.5% (n = 220,000);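 active = compounds that cut the protein-peptide binding signal by more than 50% relative to plate controls in a single-dose test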;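 note: His-tagged Mcl-1 with rhodamine Noxa BH3 peptide and terbium anti-His antibody; 0% = Mcl-1 plus Noxa peptide wells and 100% = peptide-only wells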
RGS7-Gao reg: RGS7-Galphao binding modulators, primary screen, biochemical, multiplexed bead flow cytometry; Guanine nucleotide-binding protein G(o) subunit alpha (Homo sapiens), P09471; actives lie on both sides; AID 1439, 2008; actives 0.35% (n = 220,000); binding response (% of control), % at 10 µM; in the data active = binding response below about 49% or above about 150%; inconclusive = no clear call, values can overlap the other calls; inactive = in between;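 note: fluorescent Galphao held in activated GDP-AlF4 state binding bead-coupled RGS7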
ABCB1 inh: ABCB1 efflux pump inhibitors, primary screen, cell-based, multiplex, flow cytometry, ABCG2 counter-screen | AID 1326, 2008 | inhibition, % at 6.6 µM | actives 0.067% (n = 190,000) | CCRF-Adr cells, JC-1 efflux; in the data active = inhibition above about 40%;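 note: 0% = vehicle and 100% = reference inhibitor; higher value means more JC-1 retained so stronger ABCB1 efflux block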
RGS8-Gao: RGS8-Galphao binding modulators, primary screen, biochemical, multiplexed bead flow cytometry; actives 0.34% (n = 220,000); response (percent of control binding), % at 10 µM; Guanine nucleotide-binding protein G(o) subunit alpha (Homo sapiens), P09471; actives lie on both sides; AID 1423, 2008; in the data active = response below about 60% or above about 140%; inactive = in between;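 note: Galphao activated as the GDP aluminium fluoride complex binding bead-coupled RGS8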
Mcl1-Bid inh: Mcl-1/Bid binding inhibitors, primary screen, biochemical, TR-FRET, 1536-well. AID 1021, 2008. actives 0.97% (n = 220,000). Induced myeloid leukemia cell differentiation protein Mcl-1 (Homo sapiens), Q07820. TR-FRET Mcl-1/Bid-Dy647 peptide binding. inhibition, % at 21.7 µM;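 active = compounds that cut the binding signal by more than half at the single screening dose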;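 note: His-tagged Mcl-1 with europium anti-His antibody binding Bid BH3 peptide; 0% = Mcl-1 plus peptide wells and 100% = peptide-only wells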
Avidin fluor: green autofluorescence of compounds with avidin beads – biophysical, 488/530 nm, flow cytometry, artefact control, profiling panel. actives 0.38% (n = 220,000). compound fluorescence 488/530 nm; hits give high values. fluorescence (KMESF) at 10 µM. AID 1775, 2009; in the data active = fluorescence above about 47; note: inactives centre near 10
* marks the source's active call; other numbers are inactive results; ? = inconclusive; nt = no result given; & = joins results of further samples; [ ] = dose if it differs, or a comment.

| Molecule | GSH bead fluor | Bim-Mcl-1 | Avidin fluor | RGS7-Gao reg | ABCB1 inh | RGS4-Gao reg | RGS8-Gao | ABCG2 inh | Mcl1-Bid inh | Mcl1 Noxa PPI | Pf gamet viab |
| --- | --- | --- | --- | --- | --- | --- | --- | --- | --- | --- | --- |
| Cc1cc(Cl)cc2c1NC(=O)[C@]21[C@@H]2C(=O)N(Cc3ccccc3)C(=O)[C@@H]2[C@@H]2CCCN21 | 25 | -4 | 17 | 100 | 2.4 | 97 | 102 | 1 | -2&-4 | 15&-9 | nt |
| Fc1ccc(C(c2nnnn2C2CCCC2)N2CCc3ccccc32)cc1 (stereo unspecified) | 13 | 0 | 5 | 95 | 3.2 | 98 | 99 | 19 | -38 | 5 | 13 |
| O/N=C/c1cn(-c2ccccc2)nc1-c1ccc2c(c1)OCCO2 | 26 | -7 | 11 | 100 | 1.1 | 102 | 101 | 5 | -2 | 8 | nt |
| CCCN1C(=O)/C(=C/c2ccc(N3CCCC3)c(C)c2)NC1=S | 20 | -7 | 19 | 108 | 52* | 109 | 99 | 86* | -49 | -16 | nt |
| CN1N=C(C(=O)N2CCCC(C(=O)c3cccc(C(F)(F)F)c3)C2)CCC1=O (stereo unspecified) | 9 | 48* | 6 | 93 | 1.1 | 100 | 100 | 13 | -19 | 16 | 1 |
| O=C(c1ccco1)N(c1ccccn1)c1ccccn1 | 31 | -2 | 16 | 98 | 0.2 | 99 | 100 | 1 | 0 | -10 | 5 |
| COc1ccc(S(=O)(=O)NC(N)=NCCc2ccc(OC)c(OC)c2)cc1C | 22 | -3 | 8 | 93 | 0.2 | 94 | 96 | 5 | -22 | -1 | nt |
| Fc1ccc(OCCOCCNCC2CCCO2)cc1 (stereo unspecified) | 24 | -1 | 36 | 102 | 0.8 | 100 | 103 | 5 | 0 | 3 | nt |
| COc1ccc2nc(SCC(=O)/C(C#N)=C(\C)N)[nH]c2c1 | 16 | -1 | 38 | 99 | 0.8 | 101 | 99 | 3 | -19 | 14 | 2 |
| Cc1ccsc1S(=O)(=O)N1CCCC(CCC(=O)NCc2ccccc2F)C1 (stereo unspecified) | 28 | 3 | 12 | 105 | 1.4 | 102 | 99 | 6 | -2 | 12 | 14 |
| Cc1ccc(C(=O)Nc2ccc(C(=O)O)cc2)cc1S(=O)(=O)NCc1ccccc1 | 10 | 0 | 11 | 102 | 0.1 | 100 | 104 | -1 | 7 | 8 | 13 |
| Cc1nc(-c2ccc3c(c2)OCCCO3)cs1 | nt | nt | 6 | ? | nt | 101 | 98 | nt | -18 | 8 | -15 |
| CCCCn1c(SCC(=O)NCCc2ccc(OC)c(OC)c2)nc2c1c(=O)n(C)c(=O)n2C | 47 | 0 | 7 | 101 | 1.5 | 101 | 99 | 3 | 9 | 18 | nt |
| Cc1nn(-c2ccccc2)c(N2CCCC2)c1/C=N/n1cnc2scc(-c3ccccc3)c2c1=O | 21 | -2 | 35 | 101 | 3.1 | 102 | 102 | 6 | -4 | 3 | nt |
| O=C(CSc1nncn1-c1cccnc1)N(c1ccccc1)c1ccccc1 | 11 | 3 | 12 | 100 | 0.5 | 102 | 100 | 0 | -2 | 9 | nt |
| Cc1ccc(N2C(=O)c3cccc([N+](=O)[O-])c3C2=O)cc1C | 17 | 0 | 10 | 100 | 0.8 | 98 | 100 | 3 | -38 | 0 | -4 |
| CCCN(CCC)C(=O)CC(c1ccccc1)C1CCOC(C)(C)C1 (stereo unspecified) | 23 | 0 | 7 | 96 | 0.1 | 101 | 101 | 1 | -20 | -11 | 10 |
| c1ccc(CCn2c3ccccc3c3nnc(SCc4ccc5nonc5c4)nc32)cc1 | 61 | 0 | 6 | 96 | 1.2 | 100 | 100 | 3 | 3 | -8 | nt |
| CCC(=O)c1cc2c(C)cc(=O)oc2c(C)c1OC(=O)C(C)C | 5 | -5 | 2 | 101 | 0.3 | 101 | 97 | 0 | -5 | -11 | -1 |
| O=C(N/N=C\c1cc([N+](=O)[O-])ccc1N1CCOCC1)c1ccccn1 | 18 | -2 | 7 | 97 | 2.0 | 102 | 99 | 7 | 2 | 19 | 8 |
| N#CC1=C(N)Oc2nc[nH]c(=O)c2C1c1cccs1 (stereo unspecified) | 12 | 0 | 10 | 102 | -0.3 | 98 | 99 | 0 | -27 | -5 | -19 |
| CCOC(=O)C(=Nc1ccccc1)NO | 9 | -2 | 3 | 106 | -0.1 | 103 | 99 | 1 | -29 | 13 | -1 |
| CCOC(Cn1ccc(=O)[nH]c1=O)OCC | nt | nt | 8 | ? | nt | 86 | 87 | nt | -22 | 9 | 9 |
| Cc1cc(=O)oc2cc(OCC(=O)N3CCCc4ccccc43)ccc12 | 45 | 0 | 12 | 95 | 0.6 | 100 | 102 | 17 | -46 | -5 | nt |
| O=C(CSc1nnc(NC(=O)c2ccco2)s1)NC1CCCCC1 | 22 | -1 | 7 | 95 | -0.9 | 96 | 95 | 2 | 5 | 25 | nt |

As a working copy, 2 of the compounds above:
| Molecule | GSH bead fluor | Bim-Mcl-1 | Avidin fluor | RGS7-Gao reg | ABCB1 inh | RGS4-Gao reg | RGS8-Gao | ABCG2 inh | Mcl1-Bid inh | Mcl1 Noxa PPI | Pf gamet viab |
| --- | --- | --- | --- | --- | --- | --- | --- | --- | --- | --- | --- |
| Cc1cc(=O)oc2cc(OCC(=O)N3CCCc4ccccc43)ccc12 | 45 | 0 | 12 | 95 | 0.6 | 100 | 102 | 17 | -46 | -5 | nt |
| O=C(CSc1nnc(NC(=O)c2ccco2)s1)NC1CCCCC1 | 22 | -1 | 7 | 95 | -0.9 | 96 | 95 | 2 | 5 | 25 | nt |

Later entries:
| Molecule | GSH bead fluor | Bim-Mcl-1 | Avidin fluor | RGS7-Gao reg | ABCB1 inh | RGS4-Gao reg | RGS8-Gao | ABCG2 inh | Mcl1-Bid inh | Mcl1 Noxa PPI | Pf gamet viab |
| --- | --- | --- | --- | --- | --- | --- | --- | --- | --- | --- | --- |
| Cc1occc1-c1nnc(SCC(=O)Nc2nccs2)n1CCc1ccccc1 | 13 | -4 | 35 | 104 | 1.7 | 104 | 102 | 8 | 2 | -5 | 12 |
| CCOC(=O)c1cccc(NC(=O)Cn2c(CC(=O)NC)nc3ccccc32)c1 | 10 | -5 | 18 | 116 | 1.1 | 172*[activator] | 122 | 4 | -20 | 31 | nt |
| CC(=O)Oc1cccc(/C=C2\Sc3ccccc3C2=O)c1 | nt | nt | 7 | ? | nt | 104 | 106 | nt | 48 | -3 | 1 |
| N#C/C(=N\Nc1ccc(F)cc1)C(=O)C1CC1 | nt | nt | 7 | ? | nt | 101 | 100 | nt | -66 | 15 | -1 |
| CCC(CO)n1c(=S)[nH]c2cc(OC)c(OC)cc2c1=O (stereo unspecified) | 10 | 2 | 5 | 100 | -0.3 | 99 | 85 | 0 | -16 | -3 | 11 |
| Cc1c(C2C(C#N)=C(N)N(c3ccccc3C#N)C3=C2C(=O)CCC3)cnn1C (stereo unspecified) | 11 | -1 | 14 | 90 | 1.0 | 90 | 96 | 2 | -35 | 11 | nt |
| CC(C)C[C@@H](CSc1ccc(Br)cc1)N1CCN(C)CCC1=O | nt | nt | 6 | ? | nt | 101 | 101 | nt | -82 | 10 | 11 |
| Cc1ccc(S(=O)(=O)c2nc(NN(C)C)sc2Cl)cc1 | 15 | -2 | 10 | 102 | 0.4 | 108 | 103 | 4 | -14 | 10 | 10 |
| CC1CN(c2ccc(Cl)nn2)CC(C)O1 (stereo unspecified) | 21 | -1 | 6 | 105 | 0.7 | 104 | 103 | 4 | 14 | -2 | 10 |
| Cc1cc(N=Nc2ccc(C)c(N=Nc3cc(C)c(N)cc3N)c2)c(N)cc1N | nt | nt | 10 | ? | nt | 102 | 99 | nt | -135 | 60* | nt |
| O=C(COC(=O)C1CCCO1)Nc1cccc(C(F)(F)F)c1 (stereo unspecified) | 19 | -4 | 32 | 99 | 1.3 | 101 | 100 | 53 | -16 | -6 | nt |
| Cc1nc2ccc(S(=O)(=O)NCC(=O)NC(C)c3ccccc3)cc2s1 (stereo unspecified) | 9 | -2 | 9 | 117 | 5.8 | 107 | 107 | 18 | -26 | 12 | nt |
| CCOC(=O)c1ccc(N=c2sc(C(=O)OC)cc(=O)n2C2CC2)cc1 | 17 | -1 | 22 | 99 | 0.7 | 99 | 99 | 2 | -32 | 5 | -14 |
| Cc1c(N=Cc2ccc[nH]2)c(=O)n(-c2ccccc2)n1C | 20 | -1 | 56* | 106 | 0.3 | 99 | 95 | 1 | -50 | 1 | nt |
| O=C1NC(=Nc2ccccc2)S/C1=C/c1cccs1 | 11 | 0 | 19 | 92 | 2.3 | 96 | 84 | 12 | -6 | 7 | nt |
| COc1cc([N+](=O)[O-])ccc1NC(=O)CC1SC(=Nc2ccc(F)cc2)N(CCC2=CCCCC2)C1=O (stereo unspecified) | 10 | 4 | 16 | 99 | 0.9 | 100 | 99 | 4 | -23 | -13 | -15 |
| CC1Cc2ccccc2N1C(=O)CSc1nc2c(c(=O)n(C)c(=O)n2C)n1Cc1ccccc1 (stereo unspecified) | 42 | 2 | 8 | 96 | 4.6 | 101 | 99 | 8 | 2 | 8 | nt |
| C[C@@H]1C=C(C(=O)N2CCN(Cc3ccccc3)CC2)O[C@H](OCc2ccc(CO)cc2)C1 | 18 | 0 | 7 | 98 | 0.7 | 100 | 98 | 5 | 29 | 11 | nt |
| O=C(CSc1nc2[nH]ncc2c(=O)[nH]1)Nc1ccccc1 | 18 | 2 | 8 | 102 | -0.3 | 103 | 103 | -1 | -11 | -15 | 12 |

Single values from the results shown:
CC1CN(c2ccc(Cl)nn2)CC(C)O1 (stereo unspecified) in ABCG2 inh has 4
Cc1cc(N=Nc2ccc(C)c(N=Nc3cc(C)c(N)cc3N)c2)c(N)cc1N in Avidin fluor has 10
O=C(COC(=O)C1CCCO1)Nc1cccc(C(F)(F)F)c1 (stereo unspecified) in RGS7-Gao reg has 99
CC(=O)Oc1cccc(/C=C2\Sc3ccccc3C2=O)c1 in Pf gamet viab has 1
Cc1c(C2C(C#N)=C(N)N(c3ccccc3C#N)C3=C2C(=O)CCC3)cnn1C (stereo unspecified) in RGS7-Gao reg has 90
